HP1b binding inh = HTS for Inhibitors of HP1-beta Chromodomain Interactions with Methylated Histone Tails; AlphaScreen HP1-beta / biotin-H3K9me3 peptide binding; 390,000 tested, 0.56% active; Potency, µM (highest dose often 114 µM), inactives show top-dose activity change, negative = inhibition, hits mostly inhibitors; Chromobox protein homolog 1 (Homo sapiens), P83916; note: potency is the fitted concentration of half-maximal effect; nearly all actives have a fitted effect of over 70% in size; inactives centre near 23
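AlphaScreen: HP1-beta (50 nM) preformed 30 min with biotin-H3(1-18)K9me3 peptide (50 nM) in PBS pH 7.4, 0.01% Tween-20. Compound added for 30 min at RT, then streptavidin donor/nickel chelate acceptor beads (10 ug/mL) for 30 min.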
PGK inhibitor = qHTS Assay to Find Inhibitors of Phosphoglycerate Kinase | Phosphoglycerate kinase, glycosomal (Trypanosoma brucei brucei), P07378 | PGK/GAPDH coupled, Kinase-Glo luminescence, 60 min | Potency, µM (doses to about 57.5 µM), inactives show top-dose activity change, negative = inhibition, most hits filed as inhibitors | 380,000 tested, 0.043% active | AID 602233, 2012; note: potency is the fitted concentration of half-maximal effect; % is set by controls: 0 for no effect and ±100 for the full control effect; nearly all actives have a fitted effect of over 60% in size
Target sequence (P07378 whole entry, looked up): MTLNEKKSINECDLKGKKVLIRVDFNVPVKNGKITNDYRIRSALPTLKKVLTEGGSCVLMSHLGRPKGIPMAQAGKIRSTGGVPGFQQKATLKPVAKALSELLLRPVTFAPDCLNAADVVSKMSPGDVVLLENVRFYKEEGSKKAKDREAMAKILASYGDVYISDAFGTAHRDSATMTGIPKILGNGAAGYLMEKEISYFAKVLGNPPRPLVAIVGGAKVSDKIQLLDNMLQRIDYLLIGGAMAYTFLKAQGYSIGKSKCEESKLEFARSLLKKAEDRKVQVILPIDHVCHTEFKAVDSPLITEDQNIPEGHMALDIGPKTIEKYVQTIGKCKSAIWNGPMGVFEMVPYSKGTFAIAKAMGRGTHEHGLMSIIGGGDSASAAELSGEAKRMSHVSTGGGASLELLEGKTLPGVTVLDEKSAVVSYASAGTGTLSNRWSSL
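Recombinant glycosomal PGK reaction used 1,3-bisphosphoglycerate generated in-well by GAPDH (100nM final) in 100mM TEA pH 7.6, 5mM MgCl2, 0.01% Tween-20. After 60 minutes at room temperature, ATP was read by Kinase-Glo Plus luminescence end-point.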
ERG-DNA inh = qHTS for Small Molecule Inhibitors of the ERG Ets/DNA interaction; Transcriptional regulator ERG (Homo sapiens), P11308; fluorescence polarization, His-ERG Ets domain / labelled DNA; Potency, µM (highest dose often 76.9 µM), inactives show top-dose FP activity, negative = inhibition, hits mostly inhibitors; 370,000 tested, 0.028% active; active = well fitted inhibition curve with a large enough effect in the polarisation, with a control signal flat; inconclusive = small, poorly fitted or top-dose-only effect, or effect the other way, or a change in a side signal; inactive = no such curve, though single readings can be large or run the other way; the % refers to the polarisation;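 note: polarization taken with two DNA probes labelled with fluorescein and Texas red; potency is the fitted concentration of half-maximal effect; % of control where 0% means no effect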
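His-tagged ERG Ets domain (1 uM in the protein solution; 300mM KCl, 50mM Tris-HCl, 1mM EDTA, 1mM DTT, pH 7.5) received compound, then a probe mix of 5 nM fluorescein-DNA and 100nM Texas-615-DNA. Fluorescence polarization was read for both dyes.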
PI4K2A block = qHTS for small molecular inhibitors of PI4K2A; activity change, negative = inhibition, % at 76.9 µM; purified PI4K2A, ADP-Glo luminescence, 1 h; active compounds read low; 420,000 tested, 0.13% active; in the data active = activity change below about -50%; inconclusive = mostly about -30% to -49%;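 note: -100% = wells without enzyme as full effect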
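PI4K2A activity was measured by ADP-Glo luminescence: enzyme (4 ug/mL stock) and phosphatidylinositol (1.2 mM stock) in Tris pH 7.5/MgCl2/EGTA/Triton X-100 buffer were reacted with ATP (300 microM stock) for one hour at ambient temperature.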
GLS inh = qHTS for Inhibitors of Glutaminase (GLS). GLS enzymatic activity, qHTS titration. Potency, µM (top dose mostly 45.5 µM), without a hit: top-dose activity change, negative = inhibition, most hits filed as inhibitors. 410,000 tested, 0.21% active; note: potency is the fitted concentration of half-maximal effect; % is set by controls: 0 for no effect and ±100 for the full control effect
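hKGA in 45 mM KH2PO4 pH 8.2, 0.02% Tween-20 with pin-transferred compounds; 1 mM L-glutamine (stock) plus glutamate oxidase/HRP/Amplex Red coupling added. Fluorescence read initially and after 30 min at RT.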
BAZ2B block = qHTS Assay for Inhibitors of BAZ2B | Bromodomain adjacent to zinc finger domain protein 2B (Homo sapiens), Q9UIF8 | AlphaScreen BAZ2B-H3K14Ac peptide displacement | Potency, µM (titrated, usually from 114 µM), without a hit: at the highest dose activity change, negative = inhibition, actives largely listed as inhibitors | 360,000 tested, 4.4% active; note: potency is the fitted concentration of half-maximal effect; % is set by controls: 0 for no effect and ±100 for the full control effect; nearly all actives have a fitted effect of over 60% in size
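In this displacement format the biotinylated H3(5-23) peptide acetylated at Lys14 serves as ligand at 50 nM, with BAZ2B at 50 nM in PBS pH 7.4 containing 0.01% Tween-20. Donor and acceptor beads are 10 ug/mL final.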
G9a block = qHTS Assay for Inhibitors of Histone Lysine Methyltransferase G9a; Potency, µM (doses to about 102 µM), for inactives: at the highest dose activity, negative = inhibition, actives largely listed as inhibitors; 350,000 tested, 8.8% active; Histone-lysine N-methyltransferase EHMT2 (Homo sapiens), Q96KQ7; G9a H3K9 monomethylation, AlphaScreen, 2 h; AID 504332, 2011; note: potency is the fitted concentration of half-maximal effect; % is set by controls: 0 for no effect and ±100 for the full control effect; nearly all actives have a fitted effect of over 75% in size
Target sequence (Q96KQ7 913-1193 limits assumed): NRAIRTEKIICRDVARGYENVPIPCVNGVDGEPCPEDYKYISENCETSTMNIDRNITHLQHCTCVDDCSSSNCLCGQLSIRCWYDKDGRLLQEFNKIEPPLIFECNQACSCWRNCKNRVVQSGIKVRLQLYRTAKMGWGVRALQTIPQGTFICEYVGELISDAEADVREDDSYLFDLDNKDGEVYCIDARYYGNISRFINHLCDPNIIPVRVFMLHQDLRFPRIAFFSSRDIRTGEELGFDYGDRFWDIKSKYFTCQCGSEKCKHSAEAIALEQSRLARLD
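Compounds were preincubated with 20 nM G9a for 15 min, after which biotinylated H3K9 peptide (500 nM) and SAM (20 uM) started a 2 h room-temperature reaction. Monomethylated product was quantified by antibody-based AlphaScreen chemiluminescence.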
Pin1 inhibitor = qHTS Assay to Find Inhibitors of Pin1; Peptidyl-prolyl cis-trans isomerase NIMA-interacting 1 (Homo sapiens), Q13526; Pin1 FP peptide displacement, HiFluor488, 10 min; Potency, µM (highest dose often 115 µM), inactives show at the highest dose activity, negative = inhibition, most hits filed as inhibitors; 390,000 tested, 0.009% active; AID 504891, 2011; active = well fitted inhibition curve with a large enough effect in the polarisation, with a control signal flat, not every such curve was filed as active; inconclusive = small, poorly fitted or top-dose-only effect, or effect the other way, or a change in a side signal; inactive = no such curve, though single readings can be large or run the other way; the % refers to the polarisation; note: potency is the fitted concentration of half-maximal effect; % is set by controls: 0 for no effect and ±100 for the full control effect
Target sequence (Q13526 whole entry, looked up): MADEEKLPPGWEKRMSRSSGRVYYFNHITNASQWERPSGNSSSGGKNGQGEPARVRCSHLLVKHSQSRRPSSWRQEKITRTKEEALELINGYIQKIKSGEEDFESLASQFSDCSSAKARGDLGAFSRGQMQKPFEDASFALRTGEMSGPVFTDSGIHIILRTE
JMJD2A Tudor = qHTS Assay for Inhibitors of JMJD2A-Tudor Domain | AID 504339, 2011 | 390,000 tested, 4.4% active | Lysine-specific demethylase 4A (Homo sapiens), O75164 | Potency, µM (titrated, usually from 114 µM), for the others: at the highest dose activity change, negative = inhibition, usual class: inhibitors | AlphaScreen JMJD2A-Tudor / H3K4me3 peptide binding; note: potency is the fitted concentration of half-maximal effect; % is set by controls: 0 for no effect and ±100 for the full control effect; nearly all actives have a fitted effect of over 50% in size
* = called active by the depositor; i = inactive; ? = inconclusive; nt = not tested or not shown; [ ] = dose if it differs, or a comment. Unless noted, calls come from the whole dose curve; as a rule, active = well fitted curve in the direction sought with a large enough effect; inconclusive = small, poorly fitted or top-dose-only effect, or another doubt; inactive = no such curve, though single readings can be large; an effect the other way counts as inactive or inconclusive. Rows were taken by chance, and some 11% of all compounds hit somewhere here.

smiles	HP1b binding inh	PGK inhibitor	ERG-DNA inh	PI4K2A block	GLS inh	BAZ2B block	G9a block	Pin1 inhibitor	JMJD2A Tudor
COCCNC(=O)c1cc2c(s1)-c1ccc(Cl)cc1SC2	10.9%	i	1.5%	-1.4	10.3%	3.6%	-11.4%	1.7%	-9.2%
N#C/C(=C/c1cc(Cl)c(O)c(Cl)c1)C(=O)N1CCCCC1	26.2%	-9.1%	-3.1%	-21.2	2.8%	-4.2%	27.1%[59 µM]	-2.4%	-14.5%
NS(=O)(=O)c1ccc(CNC(=O)c2scc3c2CCCC3)cc1	46.7%[activator]	-7.3%	12.7%	-0.2	-2.4%	5.5%	6.8%	5.7%	-8.5%
COc1cc(C(=O)NCCCNc2nc3cc(C)cc(C)c3cc2C#N)cc(OC)c1OC	47.5%[activator]	2.4%	-8.3%	2.4	-5.9%	-1.2%[57.1 µM]	49.4%[activator]	-7.5%	2.9%
COc1cc(OC)c(N(C)C(=O)c2c(C)oc3ncn(CC(C)C)c(=O)c23)cc1Cl	31.2%	8.3%	-6.4%	-0.3	-1.7%	13.0%[57.1 µM]	-8.1%[59 µM]	-6.1%	0.0%
O=C(O)CCC(=O)N1CCc2c([nH]c3ccccc23)C1C(F)(F)F (stereo unspecified)	31.1%	-3.7%	2.0%	-1.0	6.2%	-13.0%	16.5%	3.6%	-21.2%
CCCCNC(=O)C1CCN(c2nc(OC)nc(OC)n2)CC1	11.3%	3.4%	-4.6%	-0.1	-3.5%	14.5%	-4.0%[59 µM]	-1.1%	-9.6%
COc1ccc(NC(=O)N2c3ccccc3C(C)=CC2(C)C)cc1	-15.6%	i	-7.4%	0.4	-15.2%	-31.8%	?	-6.7%	-24.1%[57.1 µM]
COc1ccc(C(=O)NCCc2csc(-c3ccc(Cl)cc3)n2)c(OC)c1	22.9%[57 µM]	-4.4%	-9.6%	-5.7	5.1%	1.3%	6.3%[59 µM]	13.7%	-4.5%
CCC1CCc2c(sc(NC(=O)CSc3nc(-c4ccco4)cc(C(F)(F)F)n3)c2C#N)C1 (stereo unspecified)	-19.8%	nt	nt	-6.1	0.0%	-2.9%	-19.3%[59 µM]	15.0%	-19.6%
COCCCNC(=S)NC(=O)c1ccccc1	26.5%	0.8%	-0.1%	-2.5	3.2%	3.0%	6.5%[59 µM]	3.1%	2.1%
Cc1cccc(N(CC(=O)Nc2ccc(Br)cc2)S(C)(=O)=O)c1C	43.4%[activator]	-9.9%	-1.4%	-0.3	14.6%	-10.0%	-20.1%[59 µM]	0.6%	-35.4%
CCOc1ccc(CCNC(=O)c2cccc(-n3c(C)nc4cccnc43)c2C)cc1	43.8%[activator]	i	-0.3%	0.5	-1.2%	-1.2%	2.9%[59 µM]	-2.2%	0.0%
Cc1ccc(S(=O)(=O)N2CCN(C(=O)CCC(=O)NCc3ccc(F)cc3)CC2)cc1	32.3%	-4.6%	nt	1.9	3.1%	3.2%	12.9%[59 µM]	-3.7%	-2.1%
Cc1csc2nc(CSc3nncn3-c3ccccc3)c(Br)n12	39.3%[activator]	-6.9%	-8.7%	-8.5	2.7%	-17.2%	-37.2%[12.7 µM]	-0.5%	3.6%
CCOC(=O)NC(NC(=O)OCC)C(=O)c1ccc(F)cc1	18.8%	-3.8%	-5.7%	2.1	-2.9%	-4.0%	-11.9%	2.3%	3.8%
CCOc1cc(CNC(=O)Cn2c(-c3cccs3)cc3cc(F)ccc32)ccc1OC	11.1%	-4.9%	-2.7%	-0.8	4.1%	2.3%	4.8%[59 µM]	13.9%	-6.3%
CC(C)OCCCn1c(=S)[nH]c2ncccc2c1=O	-6.4%	4.3%	-4.6%	-1.2	-17.7%	-7.0%	50.1µM*	-0.7%	?
O=C(Nc1nnc(SCc2ccc(Cl)cc2)s1)c1cnccn1	49.8%[activator]	i	-0.2%	2.3	-6.5%	3.3%	-11.4%[59 µM]	-0.2%	-9.0%
Cc1nc2sc3c(O)cc(=O)[nH]c3c2c(C)c1C	24.9%	-9.5%	1.9%	-16.6	6.8%	-5.6%	50.1µM*	0.7%	-22.8%
CCS(=O)(=O)N1Cc2ccccc2CC1C(=O)N1CCN(c2ccccc2)CC1 (stereo unspecified)	?	-11.1%	-5.5%	-5.6	21.8%	50.1µM*	2.4%[2.33 µM]	1.1%	25.1µM*
Cc1ccc(NC(=O)COC(=O)c2cc(Cl)ccc2[N+](=O)[O-])cc1	-4.1%	2.2%	-4.7%	0.7	8.1%	?	?	-0.3%	-6.4%[57.1 µM]
CCOc1ccc(Br)cc1S(=O)(=O)Nc1cccc(S(=O)(=O)N2CCOCC2)c1	27.5%	i	1.6%	-4.4	3.5%	nt	nt	-0.6%	-12.5%
O=C(O)c1ccccc1C(=O)c1ccc(Oc2ccccc2)cc1	24.3%	7.5%	-9.0%	-8.1	-8.0%	-7.2%	?	-8.0%	-2.6%
COC(=O)[C@]1(Cc2ccccc2)N[C@H](CN(C)C(=O)NC(C)C)[C@@H]2C(=O)N(Cc3ccccc3)C(=O)[C@@H]21	34.8%	-2.4%	4.3%	3.8	2.5%	nt	nt	-0.1%	-17.3%
COc1ccc(Cc2nnc(NC(=O)C(C)(C)C)s2)cc1	35.3%	-3.3%	8.5%[15.4 µM]	2.9	0.0%	-12.5%	?	-7.0%	-3.3%
CCCCCc1ccc(OCCCC[n+]2ccccc2)c(CCCCC)c1	10.9%	-5.3%	0.2%	2.3	-4.9%	nt	?	-6.5%	-20.8%
COC(=O)C1CCN(C(=O)NC2CCCCC2)CC1	15.6%	-8.8%	nt	-0.3	0.7%	10.3%	-6.6%[59 µM]	0.8%	-6.4%
O=C(N/N=C/c1ccc([N+](=O)[O-])o1)c1ccccc1NS(=O)(=O)c1cccs1	43.5%[activator]	-4.9%	-13.5%	-6.2	0.4%	-24.8%	-42.0%[59 µM]	-18.8%	?
C#CCSc1ncc(S(=O)(=O)c2ccccc2)c(=O)[nH]1	47.0%[activator]	-1.8%	-6.1%	-5.0	-2.3%	0.7%	2.8%	-0.8%	-8.4%
Cc1ccccc1C(=O)O/N=C1\CCS(=O)(=O)c2sccc21	26.0%	-5.8%	-3.0%	6.4	-0.3%	-0.3%	?	3.5%	15.2%
Cc1ccc(/C=C(\NC(=O)c2ccccc2)C(=O)NCC2CCCO2)o1 (stereo unspecified)	32.9%	7.6%	-7.8%	-3.3	7.7%	-12.2%	56.2µM*	0.1%	-7.4%
CC(C)Sc1ncc(Cl)c(C(=O)Nc2c(C(=O)Nc3ccccc3)oc3ccccc23)n1	51.6%[activator]	i	1.8%	1.2	-7.2%	-17.1%	2.6%[59 µM]	0.8%	-24.8%
C=C(C)c1cccc(C(C)(C)NC(=O)N2CCOCC2)c1	48.9%	-2.8%	1.1%	-1.7	1.1%	-2.4%	10.0%[12.7 µM]	-10.0%	-3.8%
Cc1ccc(N2C(=O)C3CCC(C)(C2=O)C3(C)C)cc1C (stereo unspecified)	14.6%	-0.6%	0.5%	-0.4	25.4%	4.2%	nt	2.6%	-12.4%
CCCCN(CCCNC(=O)C1CCN(S(=O)(=O)N2CCOCC2)CC1)Cc1ccccc1	10.4%	i	6.0%	0.9	8.5%	-1.4%	?	-7.7%	-14.7%
CN(C)c1ccc(CNC(=O)c2cc3ccccn3n2)cc1	-11.7%	-3.0%	-3.9%	-1.5	-1.5%	?	15.8µM*	-0.8%	?
Cc1ccc(C(=O)CCC(=O)NCc2ccccc2)cc1	37.8%[activator]	-8.2%	-8.1%	-1.1	3.9%	1.4%	7.8%	0.1%	10.9%
CCOc1ccc(NC(=O)C2CCN(S(=O)(=O)CC)CC2)cc1	41.9%[activator]	i	3.3%	-2.6	-2.3%	-13.6%	19.8%	3.6%	-9.0%
O=C(CSc1nnnn1C1CCCCC1)NCc1ccccc1	25.5%	2.0%	-4.6%	-1.7	0.4%	-3.7%	-2.1%	-8.0%	5.0%
Nc1nc(SCCO)[nH]c(=O)c1NC(=O)c1ccccc1F	33.4%	0.8%	5.1%	0.3	12.6%	3.7%	?	1.8%	0.7%

Assay outcomes (PubChem BioAssay)
